# N370S GC = inhibits or activates N370S mutant glucocerebrosidase; N370S GC spleen homogenate, 4MU-glucoside fluorescence; Potency, µM (top dose mostly 59.4 µM), inactives show at the highest dose activity change, negative = inhibition, most hits filed as inhibitors; hit rate 0.092% among 330,000;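 note: 0% = full enzyme activity and -100% = no enzyme basal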
# KAT2A inh = blocks human GCN5L2 histone acetyltransferase; AID 504327; GCN5L2 HAT assay, ThioGlo1 CoA-SH fluorescence; hit rate 0.21% among 390,000; Potency, µM (top dose mostly 58.9 µM), for the others: at the top dose activity change, negative = inhibition, hits mostly inhibitors; Q92830
#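 Enzyme at 20nM final was mixed with library compounds for 15 min at room temperature. Peptide H3(1-25) at 75uM, acetyl-CoA at 70uM and ThioGlo1 at 50uM were then added. Plates were read immediately and after 20 min (Ex340nm/Em540nm).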
# FEN1 inh = human FEN1 inhibition; Potency, µM (top dose mostly 114 µM), for inactives: at the highest dose activity change, negative = inhibition, usual class: inhibitors; hit rate 0.35% among 390,000; AID 588795; Recombinant FEN1 flap cleavage, fluorescence, 15 min; note: nearly all actives have a fitted effect of over 65% in size
# Target sequence (P39748 whole entry, looked up): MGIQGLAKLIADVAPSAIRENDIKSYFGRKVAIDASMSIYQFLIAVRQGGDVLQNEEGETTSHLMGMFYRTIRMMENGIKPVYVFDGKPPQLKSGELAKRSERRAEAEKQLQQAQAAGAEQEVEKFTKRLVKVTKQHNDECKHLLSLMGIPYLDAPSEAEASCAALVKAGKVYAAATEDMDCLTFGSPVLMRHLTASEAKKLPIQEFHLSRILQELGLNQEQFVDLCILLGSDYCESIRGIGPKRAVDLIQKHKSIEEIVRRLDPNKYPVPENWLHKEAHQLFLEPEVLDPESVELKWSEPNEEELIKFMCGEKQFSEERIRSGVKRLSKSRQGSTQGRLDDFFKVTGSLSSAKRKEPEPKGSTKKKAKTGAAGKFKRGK
#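 FEN1 at 10 nM preincubated with compounds 15 min at room temperature, then flap DNA substrate added at 50 nM final. Signal read at 0 and 15 min; concentration-response fitted with four-parameter Hill equation.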
# An asterisk follows results filed as active; ? = inconclusive; . = not tested or not shown; & = joins results of further samples. Calls come from the whole dose curve; as a rule, active = well fitted curve in the direction sought with a large enough effect; inconclusive = small, poorly fitted or top-dose-only effect, or another doubt; inactive = no such curve, though single readings can be large; an effect the other way counts as inactive or inconclusive. Unless noted, % is set by controls: 0 for no effect and ±100 for the full control effect; potency is the fitted concentration of half-maximal effect.
SMILES,N370S GC,KAT2A inh,FEN1 inh
CCN(CC)C(=S)NC(=O)Cc1ccccc1,3%,-6%,11%
COc1cc(/C=C2/SC(=S)N(CCC(=O)Nc3ccccc3)C2=O)cc(OC)c1OC,-3%,-11%,-2%
COc1ccc2[nH]c(=O)c(CN(Cc3cccnc3)C(=S)NCC3CCCO3)cc2c1 (stereo not drawn),2%,3%,-4%
C/C(=N\NC(=O)c1ccoc1C)c1cccnc1,-3%,-1%,2%
CCCc1nnc2n1N=C(c1ccc(OC)c(OC)c1)CS2,2%,-10%,2%
COc1ccc(C(=O)/C=C/C(=O)N(Cc2ccccc2)C(C(=O)NC2CCCCC2)c2ccncc2)c(O)c1 (stereo not drawn),-1%,-3%,-16%
COc1ccccc1CCNC(=O)C1(c2cccs2)CCOCC1,.,-5%,-3%
COc1ccc([N+](=O)[O-])cc1NC(=O)Nc1ccc(OC)c(OC)c1,0%,17%,-15%
Nc1nc(-c2sc3nc4c(cc3c2N)CCCC4)nc(N2CCOCC2)n1,-5%,-8%,0%
Cc1nc2ccccn2c1-c1ccnn1S(=O)(=O)c1ccc(F)cc1,1%,1%,-13%
CCOc1ccc(S(=O)(=O)N(CC)CC(=O)N2CCOCC2)cc1C,-16%,-2%,0%
Cc1ccc(S(=O)(=O)n2nc(-c3ccco3)nc2N)cc1,12%,-5%,1%
CC(=O)N1SC(N)=NC1c1ccccc1 (stereo not drawn),1%,1%,-14%
O=C(CSc1nnc(-c2ccccn2)n1Cc1ccco1)c1ccccc1,3%,0%,-12%
CCN(CC(=O)N1CCOCC1)S(=O)(=O)c1ccc(Cl)cc1,-4%,2%,2%
CCOC(=O)C1(CCCc2ccccc2)CCN(C(=O)C(C)n2cncn2)CC1 (stereo not drawn),15%,1%,4%
CC(=O)c1ccc(NC(=O)C2CC(=O)N(C(C)C)C2)cc1 (stereo not drawn),1%,0%,-10%
COc1ccc(C(=O)OCCOc2ccccc2C(C)=O)c(O)c1,11%,-4%,-10%
COc1ccc(-c2coc3c(OC)c(OC)cc(OC)c3c2=O)cc1,-19%,-13%,.
O=C(O)c1ccc(COc2ccccc2[N+](=O)[O-])o1,0%,-2%,-3%
O=C(CN1C(=O)/C(=C/c2ccccc2F)Sc2ccccc21)NCCCN1CCOCC1,-6%,-1%,-2%
O=C(CSc1nnnn1C1CC1)Nc1cc(S(=O)(=O)N2CCCC2)ccc1Cl,.,-5%,-17%
COc1ccc(C2CC(=O)Oc3ccc(OC)cc32)cc1 (stereo not drawn),.,-4%,9%
Cc1ccc(Cl)c(NC(=O)CN(C)CC(=O)Nc2ccc(F)c(F)c2F)c1Cl,-4%,-1%,2%
Cc1cc(C)n(CC(O)CN2C(=O)NC(C)(C)C2=O)n1 (stereo not drawn),2%,-1%,-8%
Cc1cc(C)c2[nH]c(C(=O)Nc3ccc(F)cc3Br)cc2c1,1%,-1%,-1%
CC(C)=CCC[C@](C)(O)C1CC=C(C)CC1 (stereo partly drawn),3%,-13%,.
COc1ccc(-c2coc3c(CN4CCOCC4)c(O)ccc3c2=O)cc1,-13%,?,17%
O=C(CCCc1nc(-c2ccccc2)no1)NCc1cccnc1,5%,3%,-6%
O=[N+]([O-])c1ccc(NNC(=S)Nc2ccccc2)cc1,-1%,-10%,-15%
Cc1cc(Cl)cc(C)c1OCC(=O)O,2%,-6%,6%
O=C(O)CCc1ccc(-c2ccc(Cl)cc2)n1CCC(=O)O,-6%,-11%,-1%
C[C@H](CO)N1C[C@H](C)[C@@H](CN(C)C(=O)NC2CCCCC2)Oc2c(NS(=O)(=O)c3cn(C)cn3)cccc2C1=O,.,1%,15%
COc1ccc(C(CC(=O)NCCN2CCOCC2)NS(=O)(=O)c2ccc(C)cc2)cc1 (stereo not drawn),-4%,-2%,1%
Cc1ccc(C(C)C)c(OCC(=O)NS(=O)(=O)c2ccc(Cl)cc2)c1,-2%,0%,-2%
O=C(c1cccs1)N1CCC(c2nc3ccccc3s2)CC1,13%,-1%,-1%
CCn1c(=O)cc(SCC(=O)NCC2CCCO2)c2ccccc21 (stereo not drawn),-4%,0%,4%
Clc1cccc(CNCCNCc2cccc(Cl)c2)c1,5%,2%,8%
CCOc1ccccc1NC(=O)CSc1ncc(S(=O)(=O)c2ccc(C)c(C)c2)c(N)n1,.,5%,14%
CCOC(=O)c1nnn(-c2nonc2-n2cccc2)c1CN1CCCCC1,6%,-3%,-10%
CC1(C)CC(=O)C(=CN2CCN(C(=O)c3ccco3)CC2)C(=O)C1,-3%,-5%,2%
O=C(O)CCC(=O)N1CCOc2ccc(Cl)cc21,-1%,4%,11%
Cc1[nH]c2ccccc2c1C(=O)CSc1cccc[n+]1[O-],-2%,-6%,0%
COc1ccc2[nH]cc(CCNC(=O)Cc3ccc(Br)cc3)c2c1,-4%,-30%,1%
Cn1c(=O)c2cc(S(=O)(=O)NCCC(=O)N3CC=C(c4ccccc4)CC3)ccc2n(C)c1=O,0%,7%,9%
CCN(CC)Cc1oc(CO)cc(=O)c1O,-4%,-5%,-4%
CCCCCn1c(N2CCN(Cc3ccccc3)CC2)nc2c1c(=O)[nH]c(=O)n2C,-4%,?,6%
Clc1ccc(CN2C3=NCCN3c3ccccc32)cc1Cl,-10%,-2%,-9%

# Only N370S GC, for some of the entries so far:
SMILES	N370S GC
CCOC(=O)c1nnn(-c2nonc2-n2cccc2)c1CN1CCCCC1	6%
CC1(C)CC(=O)C(=CN2CCN(C(=O)c3ccco3)CC2)C(=O)C1	-3%

# New compounds follow:
SMILES,N370S GC,KAT2A inh,FEN1 inh
Nc1nc2ccccc2n1CCOc1ccc(Cl)cc1,?,8%,0%
CC1=C(C(=O)OC(C)C)C(c2ccco2)NC(=O)N1 (stereo not drawn),10%,-3%,-5%
O=C1CCc2cc(S(=O)(=O)NCCC(=O)NC3CCN(Cc4ccccc4)CC3)ccc2N1,1%,-5%,7%
CCn1c(=O)cc(SCC(=O)NCc2ccccc2OC)c2ccccc21,.,-2%,-5%
COC(=O)Cc1c(O)ccn(Cc2ccccc2OC)c1=O,9%,-13%,11%
O=C(Nn1c(-c2ccc(Br)cc2)nc2ccccc2c1=O)c1cccnc1,2%,-12%,1%
Cc1ccc(CNC(=O)/C=C/c2ccc(S(=O)(=O)NCc3ccco3)cc2)cc1,-2%,-6%,2%
COc1cc(NC(=O)c2cc([N+](=O)[O-])ccc2N2CCOCC2)ccc1NC(=O)c1ccco1,-4%,-5%,10%
Cc1ccc(S(=O)(=O)NC(C(=O)N2CCOCCOCCOCCOCC2)c2ccccc2)cc1 (stereo not drawn),5%,26%,2%
OC(CN=c1sc2ccccc2n1CC(O)COc1ccccc1)COc1ccccc1 (stereo not drawn),-8%,-10%,0%
Cc1ccc2c(C)c(C(=O)Nc3cccnc3)oc2c1,3%,-3%,9%
COc1ccc(C(=O)NCC(=O)NCC2COc3ccccc3O2)cc1 (stereo not drawn),-14%,-1%,-5%

# Looked up above:
# Result of COC(=O)Cc1c(O)ccn(Cc2ccccc2OC)c1=O in FEN1 inh: 11%
# Result of CCn1c(=O)cc(SCC(=O)NCc2ccccc2OC)c2ccccc21 in FEN1 inh: -5%
# Result of OC(CN=c1sc2ccccc2n1CC(O)COc1ccccc1)COc1ccccc1 (stereo not drawn) in FEN1 inh: 0%
# Result of COc1ccc(C(=O)NCC(=O)NCC2COc3ccccc3O2)cc1 (stereo not drawn) in KAT2A inh: -1%
# Result of O=C(Nn1c(-c2ccc(Br)cc2)nc2ccccc2c1=O)c1cccnc1 in N370S GC: 2%
# Result of Cc1ccc(S(=O)(=O)NC(C(=O)N2CCOCCOCCOCCOCC2)c2ccccc2)cc1 (stereo not drawn) in N370S GC: 5%
# Result of COc1cc(NC(=O)c2cc([N+](=O)[O-])ccc2N2CCOCC2)ccc1NC(=O)c1ccco1 in KAT2A inh: -5%

# Remaining list, next part:
SMILES,N370S GC,KAT2A inh,FEN1 inh
Cc1ccc(C)c2[nH]c(=O)c(CN(Cc3ccco3)C(=S)NCC3CCCO3)cc12 (stereo not drawn),?,-10%,9%
CCOC(=O)NNC(=O)C1CCC(C)CC1 (stereo not drawn),1%,-2%&1%,-10%&-4%
COC(=O)CC[C@@H](C)[C@H]1CC[C@H]2[C@@H]3CC[C@@H]4C[C@H](O)CC[C@]4(C)[C@H]3C[C@H](O)[C@]12C,-6%,-19%,.
O=C(CCc1ccccc1)NCC1(c2ccccc2)CCCC1,0%,-2%,-4%
CCN(c1ccc(NC(=O)COC(=O)c2cc3ccccc3oc2=O)cc1)C(C)C,1%,-2%,-18%
O=C(/C=C\Nc1ccc2c(c1)OCO2)c1cccs1,2%,1%,4%
CCCCSc1nc2c(c(=O)[nH]c(=O)n2C)n1CCc1ccccc1,-11%,2%,-3%
Cc1noc(C)c1C(=O)OCC(=O)Nc1c(F)cccc1F,-2%,-1%,8%
O=C(c1ccccc1Nc1ccc(SC(F)F)cc1)N1CCCCC1,10%,-2%,0%
O=C(CSc1nnc(COc2ccc(Cl)cc2)n1Cc1ccco1)c1ccccc1F,3%,-2%,-4%
COc1cccc(-n2nnc3c(=O)n(C/C=C/c4ccccc4)cnc32)c1,2%,-4%,12%
Cc1ccc2c(c1)[C@H]1[C@H](CO2)[C@H](c2ccccc2)[C@]2(C)C(=O)Nc3cc(F)ccc3C(=O)N12,.,-6%,10%
Cc1ccccc1N1CC(O)(c2ccccc2)[N+]2=C1SCC2 (stereo not drawn),-12%,0%,9%
COc1ccc(NC(=O)CCNC(=O)c2ccccc2)cc1S(N)(=O)=O,1%,1%,1%
CN(c1ccccc1)S(=O)(=O)c1cccc(NC(=O)Cn2cnc3ccccc3c2=O)c1,-3%,0%,6%
COCC1CCCCN1C(=O)c1ccc(OC2CCN(CCc3ccccc3)CC2)cc1 (stereo not drawn),-11%,-3%,-16%
CCc1[nH]nc2c1C(c1ccsc1)C(C#N)=C(N)O2 (stereo not drawn),4%,0%,3%
CS(=O)(=O)c1ccccc1-c1nnc(NC(=O)Cc2ccccc2)o1,-2%,?,17%
CC1CN(C(=O)C(C)Sc2nnnn2C)CC(C)O1 (stereo not drawn),-13%,-1%,1%
O=C(OCC(=O)N1CCN(C(=O)c2ccco2)CC1)c1cc(F)c(F)cc1Cl,.,1%,4%
O=C(COC(=O)c1ccccn1)NC1CCCCC1,4%,-2%,8%
N=c1oc2ccc3ccccc3c2cc1C(N)=S,6%,0%,-16%
COc1ccc(C(C(=O)NC2CCCCC2)N(C(=O)c2ccco2)c2ccccc2OC)cc1 (stereo not drawn),0%,1%,-13%
COCCN(CC(=O)Nc1cccc(C)c1C)C(=O)c1ccc2ccccc2n1,.,-4%,-1%

# Compounds listed so far that contain a thiophene ring, fused or not:
SMILES,N370S GC,KAT2A inh,FEN1 inh
COc1ccccc1CCNC(=O)C1(c2cccs2)CCOCC1,.,-5%,-3%
Nc1nc(-c2sc3nc4c(cc3c2N)CCCC4)nc(N2CCOCC2)n1,-5%,-8%,0%
O=C(c1cccs1)N1CCC(c2nc3ccccc3s2)CC1,13%,-1%,-1%
O=C(/C=C\Nc1ccc2c(c1)OCO2)c1cccs1,2%,1%,4%
CCc1[nH]nc2c1C(c1ccsc1)C(C#N)=C(N)O2 (stereo not drawn),4%,0%,3%

# Remaining list, next part:
SMILES,N370S GC,KAT2A inh,FEN1 inh
CC(C)c1ccc(C(=O)N2CCCN(C(=O)c3ccc(C(C)C)cc3)CC2)cc1,-1%,1%,-3%
CCc1ccc(CC)c(S(=O)(=O)Nc2ccc(C(=O)O)c(O)c2)c1,6%,-7%,-6%
O=C1C(=O)N(C2CCS(=O)(=O)C2)C(c2cccc(O)c2)/C1=C(/O)c1ccc(Cl)cc1 (stereo not drawn),-7%,-6%,-1%
O=C(CN1C(=O)S/C(=C\c2ccccn2)C1=O)Nc1ccc(F)cc1,6%,-4%,-4%
CCOC(=O)c1cnc(Nc2ccccc2)nc1C(F)(F)F,6%,?,-19%
CC(=O)c1cc(C(=O)c2ccccc2)sc1Nc1ccccc1,14%,-10%,-1%
Cc1ccc(CNC(=O)CCS(=O)(=O)c2ccc3c(c2)CC(C)N3C(=O)C2CC2)o1 (stereo not drawn),-19%,-3%,-3%
CCOC(=O)C1CCN(C(=O)c2ccc(Br)o2)CC1,24%,-3%,9%
O=C(c1ccco1)N1N=C(C2CCCCC2)CC1(O)C(F)(F)F (stereo not drawn),-1%,-5%,0%
CS(=O)(=O)c1ccc(Cl)c(NC(=O)Nc2ccccc2)c1,2%,-9%,15%
Cn1c(C(=O)N[C@@H](C(=O)O)c2ccccc2)cc2cc(Cl)ccc21,0%,?,-11%
COc1cccc(C(=O)NCC2CCCN(C3CCCCC3)C2)c1OC (stereo not drawn),-5%,?,2%
CCN(CC)CCN(C(=O)c1ccco1)c1nc2ccc(F)cc2s1,.,8%,7%
CCOC(=O)[C@H]1[C@H]2COc3ccccc3[C@@H]2N2C(=O)c3c(C)cc(C)cc3NC(=O)[C@@]12C,-1%,-10%,7%
CCC(CC)C(=O)Nc1cccc(/C(C)=N/NC(=O)c2c(Br)cnn2C)c1,-11%,-10%,6%
Cc1ncoc1C(=O)N1CCCC(C(=O)c2ccc3c4c(cccc24)CC3)C1 (stereo not drawn),7%,-16%,-7%

# Screens: PubChem, National Center for Advancing Translational Sciences (NCATS)

# Not all compounds are listed; rates above refer to the full screens.
